Assay outcomes deposited in PubChem BioAssay by National Center for Advancing Translational Sciences (NCATS).
Epigenetic derep: Quantitative High-Throughput Screen for Regulators of Epigenetic Control. murine LDR cells, GFP reporter derepression, 30 h. Potency, µM (top dose mostly 53.9 µM), without a hit: at the highest dose GFP activation, most hits filed as activators. 280,000 compounds, 0.2% hits; active = well fitted activation curve with a large enough effect; inconclusive = small, poorly fitted or top-dose-only effect; note: % of control where 0% means no effect; nearly all actives have a fitted effect of over 60% in size
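Derepression of a silenced CMV-GFP reporter in murine LDR cells is scored by enumerating GFP-positive cells with a laser-scanning microplate cytometer after 30 hours of treatment at 37 C.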
* hit, by the source's call; u = inconclusive. Potency is the fitted concentration of half-maximal effect. Only part of the results is shown. The share of hits here may be higher or lower than overall.

Epigenetic derep	Molecule
6.6%	CCc1cccc(NC(=O)C2Cc3ccccc3N2C(=O)c2ccccc2)c1 (stereo not drawn)
4.5%	Cc1ccc(NC(=O)c2ccc(F)c(S(=O)(=O)NCCc3ccccc3)c2)cc1F
0.6%	Cc1ccc(N2CCN(c3nc4ccccc4c4nnc(C)n34)CC2)c(C)c1
2.6%	CC(=O)Nc1ccc(C)cc1-c1nc2ccccc2n(CC(=O)c2ccc(Cl)cc2)c1=O
1.0%	COCCNC(=O)Cn1cc2c(n1)-c1c(oc(C(=O)N3CCCC3)c1C)CC2
-0.6%	Cc1ccccc1CNC(=O)CN1CCSc2ccccc21
4.5%	COC(=O)CN1C(=O)CSc2ccc(S(=O)(=O)Nc3ccc(Cl)cc3C)cc21
-0.5%	COc1cccc(N2CCN(c3nc4ccc(C(=O)c5ccccc5)cc4n4c(C)nnc34)CC2)c1
u	COc1cccc(Nc2nnc(-c3cc4ccc(O)cc4oc3=O)s2)c1
1.5%	Cc1c(Cl)cccc1-n1nc(C)c2c(C)cc(=O)n(CC(=O)N3CCCc4ccccc43)c21
0.0%	CC(=O)N1CCCc2cc(S(=O)(=O)N3CCC(C(=O)NCc4cccc(C)c4)CC3)ccc21
-5.6%	CC(C)N(C(=O)Cn1cc(S(=O)(=O)Cc2ccc(C(F)(F)F)cc2)c2ccccc21)C(C)C
-6.6%	Cc1cccc(CN2CCN(CC(=O)Nc3c(C)cccc3C)S2(=O)=O)c1
0.8%	COc1cc(NC(=O)CC(C)n2nc(C)cc2C)cc(OC)c1 (stereo not drawn)
-2.4%	Cn1nnnc1SCCCNCc1cccc(OCc2ccccc2F)c1
-2.2%	COc1ccc(NC(=O)c2nn(C)c3c2CSc2ccc(C)cc2-3)cc1OC
0.8%	Cc1cc(C)c(NC(=O)c2cc(C)nc3c2c(C)nn3-c2cccc(F)c2)c(C)c1
-2.0%	O=C(O)c1ccc2oc(=O)n(Cc3ccccc3)c2c1
0.4%	CC1CCCCN1CCCNC(=O)c1cc(Sc2cccc(Cl)c2)nc2ccccc12 (stereo not drawn)
6.9%	CC1CCN(S(=O)(=O)c2ccc3c(c2)N(CC(=O)Nc2ccc(F)c(Cl)c2)C(=O)CO3)CC1
0.0%	Cc1ccc2c(c1)N(C(=O)N1CCC(C(=O)NCc3ccccc3C)CC1)CC(C)O2 (stereo not drawn)
0.2%	COC(=O)c1ccc2c(=O)n(CCCCCC(=O)N3CCN(c4ccc(Cl)cc4)CC3)c(=O)[nH]c2c1
1.4%	CCOc1ccc(OCC(=O)Nc2nnc3n2CCS3)cc1
-1.2%	CCCCn1cc(S(=O)(=O)c2ccc(Cl)cc2)c(=O)c2cc(F)c(N3CCCCC3)cc21
-1.2%	COc1ccc(CCNC(=O)c2cc(=O)[nH]c3ccc(S(=O)(=O)N4CCCCC4C)cc23)cc1OC (stereo not drawn)
-2.3%	CCn1cc(CCC(=O)NCc2ccccc2OC)c2ccccc21
7.0%	O=c1c(NCc2ccccc2Cl)nccn1-c1ccccc1
0.8%	Cc1cnc2c(c1SCC(=O)NCc1ccc(F)cc1)c(=O)n(C)c(=O)n2C
1.1%	O=C(NCc1cccc(F)c1)c1ccc(CN2CC(=O)N3CCCCC3C2=O)cc1 (stereo not drawn)
2.5%	Cc1ccc(CCNC(=O)C2CCN(S(=O)(=O)c3ccc4c(ccn4C)c3)CC2)cc1

In the list so far, these have an aryl methoxy group.
Epigenetic derep	Molecule
-0.5%	COc1cccc(N2CCN(c3nc4ccc(C(=O)c5ccccc5)cc4n4c(C)nnc34)CC2)c1
u	COc1cccc(Nc2nnc(-c3cc4ccc(O)cc4oc3=O)s2)c1
0.8%	COc1cc(NC(=O)CC(C)n2nc(C)cc2C)cc(OC)c1 (stereo not drawn)
-2.2%	COc1ccc(NC(=O)c2nn(C)c3c2CSc2ccc(C)cc2-3)cc1OC
-1.2%	COc1ccc(CCNC(=O)c2cc(=O)[nH]c3ccc(S(=O)(=O)N4CCCCC4C)cc23)cc1OC (stereo not drawn)
-2.3%	CCn1cc(CCC(=O)NCc2ccccc2OC)c2ccccc21

Further entries
Epigenetic derep	Molecule
-0.4%	CCc1cccc(NC(=O)C2CCCN(c3ncnc4onc(-c5ccc(F)cc5)c34)C2)c1 (stereo not drawn)
-1.3%	CCc1cccc(NC(=O)CN2C=NS(=O)(=O)c3ccccc32)c1
0.8%	COc1ccccc1OCC(=O)Nc1nnc2n1CCS2
3.3%	COc1ccc(NC(=O)CSc2nnc(NC(=O)Nc3ccccc3)s2)cc1OC
-3.2%	O=C(Nc1ccc2nc(SCC(=O)N3CCCc4ccccc43)sc2c1)c1ccc(Cl)cc1
0.0%	COc1ccc(Cl)cc1NC(=O)CCn1c(=O)c2cccn2c2ccccc21
-0.8%	CCOc1ccc(CNC(=O)Cn2ccc3cc(S(=O)(=O)N4CCCCC4)ccc32)cc1
1.1%	Cc1nnc(SCc2ccccc2)c2cc3sccc3n12
1.4%	CCOC(=O)C1CCCN(C(=O)c2ccc3c(c2)sc2nc(-c4ccc(CC)cc4)cn23)C1 (stereo not drawn)
0.8%	CCOc1ccc(NC(=O)C(=O)NCC(c2cccnc2)N2CCc3ccccc32)cc1 (stereo not drawn)
1.3%	Cc1ccc(C)c(S(=O)(=O)c2nnn3c2nc(Nc2ccc(F)c(Cl)c2)c2sccc23)c1
0.8%	CCOc1ccccc1CNC(=O)CCc1c(C)nn(-c2ccc(N3CCOCC3)nn2)c1C
-2.9%	CCC(=O)N1c2ccccc2CC1C(=O)NCc1ccc(N(C)C)cc1 (stereo not drawn)
0.8%	O=C(Cn1c(=O)c2cccn2c2ccccc21)Nc1cc(F)ccc1F
-1.8%	CCc1cccc(CC)c1NC(=O)Cn1c(=O)c(-c2cc(C)ccc2NC(C)=O)nc2ccccc21
-1.2%	CCOc1ccc2nc(N(Cc3cccnc3)C(=O)C3CCCCC3)sc2c1
2.0%	N#Cc1ccccc1Cn1c(SCC(=O)Nc2ccc(F)cc2)nc2ccccc21
2.0%	CCC(=O)N1CCc2cc(CNS(=O)(=O)c3cccs3)ccc21
0.6%	O=S(=O)(NCc1ccc(Cl)cc1)c1ccc(N2CCCCS2(=O)=O)cc1
-1.3%	COc1ccccc1CNC(=O)CCC1N=C2c3ccccc3N=C(SCc3ccc(C)cc3)N2C1=O (stereo not drawn)
0.0%	CC(=O)N1CCCc2cc(S(=O)(=O)N3CCCC(C(=O)N4CCN(c5ccccc5F)CC4)C3)ccc21 (stereo not drawn)
-0.9%	CCOC(=O)c1ccccc1NC(=O)N1CCCN(S(=O)(=O)c2ccc3c(ccn3CC)c2)CC1
-1.3%	Fc1ccc(-c2nc(Nc3ccc(F)c(Cl)c3)nc3c2COc2ccccc2-3)cc1
-0.4%	O=C(CSc1nc2c(c(=O)[nH]1)CCC2)Nc1ccccc1F
6.4%	O=C(CSc1nc2c([nH]c3ccccc32)c(=O)n1-c1ccc(Cl)cc1)N1CCCC1
2.8%	O=C(NC1CCCC1)c1ccc2c(=O)n(Cc3ccccc3)c(SCc3cccc([N+](=O)[O-])c3)nc2c1
-2.2%	CCS(=O)(=O)N1CCc2cc(C(=O)NCCc3ccc(OC)cc3)ccc21
u	CCCCC(=O)Nc1ccc(C(=O)OCc2cc(=O)n3nc(C4CC4)sc3n2)cc1
0.0%	CCc1ccccc1NC(=O)CSc1nc2n[nH]c(C)c2c(=N)n1-c1cccc(C)c1
12.6µM*	CCN(CC)c1ccc2cc(-c3nc(-c4cc(OC)c(OC)c(OC)c4)no3)c(=O)oc2c1
1.7%	CN(C)S(=O)(=O)c1ccc2c(c1)N(CC(=O)N1CCN(c3cccc(Cl)c3)CC1)CCS2
-1.9%	CC1CCc2noc(NC(=O)c3ccc([N+](=O)[O-])cc3)c2C1 (stereo not drawn)
0.0%	COCCCNC(=O)c1ccc(CSc2nc3cccnc3n2Cc2ccc(OC)cc2)cc1
0.8%	CCOc1cccc2sc(N(CCN(CC)CC)C(=O)c3ccco3)nc12
2.5%	CCOC(=O)c1c(C)oc2nc(C)nc(NCCCN3CCN(c4cc(C)ccc4C)CC3)c12
0.0%	COC(=O)c1sc2cccc(F)c2c1S(=O)(=O)Nc1cc(C)c(Cl)cc1OC
0.3%	COc1ccccc1-n1c(=O)c2c3c(sc2n(C)c1=O)CN(C(C)=O)CC3
0.0%	CN(C)CCNC(=O)c1ccc(-n2c(-c3ccccc3)cc3c2CCCCC3)cc1
-1.6%	Cc1ccc(-n2nc3c(=O)n(CCCC(=O)NCc4ccc(F)cc4)nc(C)c3c2C)cc1
0.8%	O=c1oc2c(CN3CCN(CCO)CC3)c(O)ccc2cc1-c1ccccc1
0.0%	Cc1cccc(N2CCN(C(=O)Cn3c(=O)c4cccn4c4ccc(F)cc43)CC2C)c1 (stereo not drawn)
-5.0%	COc1cc(NC(=O)NCCn2nnc3cc(S(=O)(=O)N(C)C)ccc32)cc(OC)c1OC
5.6%	Cc1cccc(NC(=O)CSc2nc3c([nH]c4ccccc43)c(=O)n2-c2cc(C)cc(C)c2)c1
-1.7%	COc1ccc(CCNC(=O)c2ccc3nc(Cc4ccccc4)oc3c2)cc1OC
2.2%	COc1ccccc1C(=O)Nc1cc(-c2cccc(Br)c2)nn1-c1ccccc1
0.8%	Cc1ccc(CSc2nc3ccc(NC(=O)C(C)C)cc3s2)cc1
1.2%	O=C(CCSCc1cccc(F)c1)NCc1ccccc1
0.0%	CCOC(=O)c1cc(-c2ccccc2)n(CCC(=O)Nc2cc(OCC)ccc2OCC)c1C
-0.5%	COc1ccc(C(=O)Nc2ccc(N3CCN(c4ccccc4)CC3)c(C(=O)O)c2)cc1
0.4%	COC(=O)c1cc(S(=O)(=O)N2CCN(c3ccc(OC)cc3)CC2)c[nH]1
4.4%	O=C(OCc1cc(=O)n2nc(-c3cccs3)sc2n1)c1cccc(F)c1
-0.4%	Cc1ccc(NC(=O)Cn2c(=O)n(Cc3nc(-c4ccccc4)no3)c(=O)c3cc4c(cc32)OCO4)cc1C
0.0%	CC(C)c1ccc(NC(=O)CSC2=Nc3ccccc3C3=NC(CCC(=O)NCc4ccc(F)cc4)C(=O)N23)cc1 (stereo not drawn)
0.0%	CCOc1ccccc1CNC(=O)c1cnc2c(-c3ccc(OCC)c(OCC)c3)c(C)nn2c1C
0.0%	O=c1c2oc3ccccc3c2n(Cc2cccc(F)c2)c(=O)n1Cc1ccco1
0.0%	O=C(Nc1ccc(F)cc1F)N1CCN(c2ccc(Cl)c(Cl)c2)CC1
1.8%	CCOc1ccc(CCNC(=O)c2ccc(CS(=O)Cc3cccc(Cl)c3)o2)cc1 (stereo not drawn)
u	CCC(C(=O)Nc1cccc(Cl)c1C)n1nc(C)c2sc3ccccc3c2c1=O (stereo not drawn)
0.0%	COc1ccc(CNC(=O)c2cc3c(=O)n(Cc4ccco4)ccc3nc2C)c(OC)c1
u	CCOC(=O)c1cccc(NC(=O)CSc2ncc3c(n2)-c2ccc(Cl)cc2N(Cc2ccccc2)S3(=O)=O)c1

Quoted from the listing for reference:
Epigenetic derep	Molecule
0.0%	COCCCNC(=O)c1ccc(CSc2nc3cccnc3n2Cc2ccc(OC)cc2)cc1
0.8%	CCOc1cccc2sc(N(CCN(CC)CC)C(=O)c3ccco3)nc12
2.5%	CCOC(=O)c1c(C)oc2nc(C)nc(NCCCN3CCN(c4cc(C)ccc4C)CC3)c12
0.0%	COC(=O)c1sc2cccc(F)c2c1S(=O)(=O)Nc1cc(C)c(Cl)cc1OC
0.3%	COc1ccccc1-n1c(=O)c2c3c(sc2n(C)c1=O)CN(C(C)=O)CC3
0.0%	CN(C)CCNC(=O)c1ccc(-n2c(-c3ccccc3)cc3c2CCCCC3)cc1

(listing goes on)
Epigenetic derep	Molecule
1.1%	O=C(NCC(c1cccnc1)N1CCc2ccccc21)c1cccc(F)c1 (stereo not drawn)
7.0%	CCCCN(C)C(=O)C1CCC(CNS(=O)(=O)c2ccc3c(c2)CC(C)N3C(C)=O)CC1 (stereo not drawn)
0.0%	CCc1nn2c(=O)cc(COC(=O)C3CCCCC3)nc2s1
1.5%	Cc1ccc(C2C=C(c3ccccc3)Nc3nc(NS(=O)(=O)c4ccc(C)cc4)nn32)cc1 (stereo not drawn)
0.0%	COC(=O)c1ccccc1NC(=O)c1nc(-c2ccc(Cl)cc2)n2c1CCCCC2
8.5%	COc1ccc2c(c1)CC(C(=O)NCc1ccc(F)cc1)CO2 (stereo not drawn)
-0.6%	Cc1ccc2nc(N(Cc3cccnc3)C(=O)c3ccco3)sc2c1
0.6%	Cc1c(Cl)cccc1NC(=O)CN1C(=O)CSc2ccc(S(=O)(=O)N3CCCC3)cc21
-2.1%	COc1ccc(N2CC(NC(=O)C3CCCC3)CC2=O)cc1 (stereo not drawn)
1.1%	Cc1ccccc1OCC(=O)Nc1ccc2nc(SCC(=O)N3CCOCC3)sc2c1
-3.9%	Cc1cccc(NC(c2cccc(F)c2)c2ccc3ccc(C)nc3c2O)n1 (stereo not drawn)
2.8%	COc1ccc2nc(N(Cc3cccnc3)C(=O)c3ccco3)sc2c1
-1.2%	Cc1ccc(NC(=O)C(Cc2ccccc2)N2Cc3ccccc3C2=O)cc1Cl (stereo not drawn)
-1.7%	COc1ccc(S(=O)(=O)Nc2cccc(-c3ccc(N4CCCC4)nn3)c2)c(OC)c1

Epigenetic derep, hit marks shown above.
Epigenetic derep	Molecule
12.6µM*	CCN(CC)c1ccc2cc(-c3nc(-c4cc(OC)c(OC)c(OC)c4)no3)c(=O)oc2c1
